Bioassay records: PubChem, several laboratories
S1P3 antag: blocks the human S1P3 receptor; Q99500; hit rate 0.27% among 170,000; inhibition, % at 4.98 µM; CHO S1P3 NFAT-BLA reporter, FRET fluorescence, antagonist mode;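 active = inhibition above the plate cutoff, the mean inhibition of test wells on that plate plus 3 SD, cut at about 28% in these data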;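 note: cells challenged with S1P at its EC80 of 0.8 µM; blue over green emission ratio from cleaved BLA substrate after 4 h stimulation; 0% = S1P-stimulated wells and 100% = unstimulated DMSO-only wells; some compounds past the cut are filed as inactive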
Target sequence (Q99500 whole entry, looked up): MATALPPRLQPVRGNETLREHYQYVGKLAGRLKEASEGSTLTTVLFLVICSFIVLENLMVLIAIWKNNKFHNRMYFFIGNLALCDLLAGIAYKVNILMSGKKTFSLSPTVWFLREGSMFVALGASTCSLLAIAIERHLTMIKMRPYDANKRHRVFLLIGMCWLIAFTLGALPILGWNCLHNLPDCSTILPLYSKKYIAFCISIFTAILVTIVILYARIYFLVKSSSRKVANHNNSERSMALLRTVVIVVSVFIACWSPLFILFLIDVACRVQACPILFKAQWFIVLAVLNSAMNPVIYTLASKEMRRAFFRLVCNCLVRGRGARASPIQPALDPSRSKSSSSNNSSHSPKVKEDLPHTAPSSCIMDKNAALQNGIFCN
PMI activator: activators of human phosphomannose isomerase; P34949; purified human PMI, coupled resazurin fluorescence, 20 min; stronger effect = higher value; 1 = vehicle control, 0 substrate-free wells; activation factor at 20 µM; hit rate 0.005% among 190,000;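 active = activation factor of 2 or more at 20 µM, relative to plate controls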
PPARg SRC1 recr: agonists of human PPARgamma SRC-1 coactivator recruitment | activation, % at 8 µM | PPARgamma-SRC-1 coactivator recruitment biochemical assay | AID 631 | hit rate 0.41% among 200,000 | P37231; in the data active = activation above about 19%;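 note: 0% = DMSO and 100% = reference agonist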
Diaph act CS: activates diaphorase or chemically reduces, flagging diaphorase assay artifacts | Diaphorase/resazurin coupled assay, resorufin fluorescence, 16 min; stronger effect = higher value; 1 = vehicle wells, 0 = NADH-free wells | hit rate 0.005% among 190,000 | activation factor at 20 µM | AID 1229;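 active = diaphorase activity raised at least twofold by the compound at 20 µM; inactive = activation factor below 2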
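Assay system: Purified diaphorase enzyme from Clostridium kluyveri | Amount: Enzyme 0.07 U/mL final | Dosing: Compound 20 µM once, DMSO 1% | Timing: 16 min reaction at room temperature | Detection: Fluorescence, excitation 544 nm and emission 590 nm | Evaluation: Higher resorufin formation from activation or reduction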
ROMK primary: modulates human ROMK potassium channel activity; P48048; Tet-inducible ROMK, thallium flux fluorescence; actives lie on both sides; B-score at 10 µM; hit rate 2% among 130,000; AID 1918;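 active = signal ratio slope over the read window, or its plate-corrected B-score, at least 3 SD from the plate mean, either direction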;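 note: B-score of the F/F0 ratio slope over 7 to 12 s after thallium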
Target sequence (P48048 whole entry, looked up): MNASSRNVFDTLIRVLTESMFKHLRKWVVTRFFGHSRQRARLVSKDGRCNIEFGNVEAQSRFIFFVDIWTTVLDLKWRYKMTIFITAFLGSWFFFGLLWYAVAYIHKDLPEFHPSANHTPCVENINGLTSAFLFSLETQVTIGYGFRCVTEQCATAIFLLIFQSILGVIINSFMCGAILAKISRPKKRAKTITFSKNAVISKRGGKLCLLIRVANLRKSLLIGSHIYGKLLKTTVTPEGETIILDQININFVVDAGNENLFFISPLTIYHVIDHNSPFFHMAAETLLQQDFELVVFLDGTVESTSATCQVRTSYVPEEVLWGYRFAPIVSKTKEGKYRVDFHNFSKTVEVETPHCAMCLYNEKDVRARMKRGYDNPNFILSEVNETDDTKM
TR-FRET SRC-2 ct: TR-FRET artefact, counter-screen to PPARgamma/SRC-2 agonist assay | hit rate 0.4% among 200,000 | TR-FRET ratio at 8 µM | stronger effect = higher value; in the data active = TR-FRET ratio above about 2000; note: inactives centre near 1500
Diaph inh CS: diaphorase inhibition or chemical oxidation counter-screen; inhibition, % at 20 µM; hit rate 0.69% among 190,000; AID 1217; diaphorase resazurin-to-resorufin fluorescence, NADH, 16 min; bacterial (C. kluyveri) enzyme, not human;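 active = primary screen inhibition at 20 µM above a set limit, cut at about 50% in these data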;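 note: plate controls were DMSO with full reaction for no effect and wells lacking NADH for full effect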
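material = Clostridium kluyveri diaphorase enzyme | amount = 0.14 U/mL diaphorase, enzyme working solution | schedule = incubation 16 min, room temperature | detection = fluorescence of resorufin formed from resazurin, Ex 544/Em 590 nm | benchmarks = positive control minus NADH, DMSO neutral control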
PPARg SRC3 recr: PPARgamma-driven SRC-3 recruitment agonism | biochemical PPARgamma/SRC-3 coactivator recruitment assay | hit rate 0.26% among 200,000 | activation, % at 8 µM; in the data active = activation above about 23%;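 note: 0% = DMSO and 100% = reference agonist; some compounds past the cut are filed as inactive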
PMI act hi M6P: increases human PMI activity with near-saturating mannose 6-phosphate | P34949 | coupled PMI enzyme assay, resazurin fluorescence, 20 min; stronger effect = higher value; 1 = untreated enzyme, 0 = substrate-free blank | activation factor at 20 µM | hit rate 0.34% among 190,000 | AID 1216;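 active = activation factor of 2 or more at 20 µM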
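Test system – human PMI in coupled enzyme assay · Timing – 20 min incubation at room temperature · Detection – Diaphorase-driven resazurin-to-resorufin fluorescence, excitation 544, emission 590 nm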
PPARg SRC2 recr: PPARgamma-driven SRC-2 recruitment agonism; P37231; PPARgamma LBD-SRC-2 recruitment, biochemical; activation, % at 8 µM; hit rate 0.34% among 200,000; AID 1032; in the data active = activation above about 22%;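 note: 0% = vehicle and 100% = reference agonist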
G6PDH CS: L. mesenteroides G6PDH inhibition counter-screen; inhibition, % at 5 µM; Purified L. mesenteroides G6PDH, diaphorase/resazurin coupled fluorescence, 45 min; AID 1020; hit rate 0.12% among 200,000; in the data active = inhibition above about 50%
* = called active by the depositor; x = no result given.

A first look (2 entries):
SMILES	S1P3 antag	PMI activator	PPARg SRC1 recr	Diaph act CS	ROMK primary	TR-FRET SRC-2 ct	Diaph inh CS	PPARg SRC3 recr	PMI act hi M6P	PPARg SRC2 recr	G6PDH CS
COC1CCN(C(=O)c2ccc(OC3CCN(Cc4ccccn4)CC3)cc2)CC1	0.6	0.9	16.9	0.9	-0.105	1759	6.6	-1.4	1	4.5	9.2
CCSC1=NSC2=NC(=O)/C(=C\c3coc4ccccc4c3=O)C(=N)N12	-3.7	1.3	8.0	0.6	x	1696	35.2	22.9*	1.7	12.8	-15.2

This part in full, repeating the preview:
SMILES	S1P3 antag	PMI activator	PPARg SRC1 recr	Diaph act CS	ROMK primary	TR-FRET SRC-2 ct	Diaph inh CS	PPARg SRC3 recr	PMI act hi M6P	PPARg SRC2 recr	G6PDH CS
COC1CCN(C(=O)c2ccc(OC3CCN(Cc4ccccn4)CC3)cc2)CC1	0.6	0.9	16.9	0.9	-0.105	1759	6.6	-1.4	1	4.5	9.2
CCSC1=NSC2=NC(=O)/C(=C\c3coc4ccccc4c3=O)C(=N)N12	-3.7	1.3	8.0	0.6	x	1696	35.2	22.9*	1.7	12.8	-15.2
O=c1c2ccccc2c(C=Nc2cccc(O)c2)c(O)n1-c1ccc2c(c1)OCO2	x	0.9	-0.8	0.7	x	1366	32.8	-4.3	0.9	0.8	0.3
O=C(Nc1nnc(C2CC2)s1)c1ccc(S(=O)(=O)c2ccccc2)cc1	x	1	10.0	1	x	1537	2.9	6.8	1	-3.3	7.8
Cc1ccc(C(=O)NCc2ccc(N3CCN(C(=O)OC(C)(C)C)CC3)cc2)cc1	x	1.1	2.4	1	x	1572	1.8	0.4	1	0.1	12.2
Cc1ccc(NC(=S)N(CCCN2CCOCC2)Cc2ccccn2)cc1Cl	-2.5	1	0.4	1	-2.39	1616	0.1	6.6	1	-8.1	8.2
C=CCn1c(-c2oc3nc(-c4ccccc4)cc(-c4ccccc4)c3c2N)n[nH]c1=S	3.9	1.1	-5.8	0.8	-0.977	1355	19.9	-1.8	1.1	-10.7	-3.9
N#CCCn1cc(C(=O)O)c(-c2cc3ccccc3o2)n1	-9.8	1	-5.9	0.9	0.294	1532	7.5	1.7	1	-1.3	5.9
COc1ccc(/C(N)=N/OC(=O)Cc2cccs2)cc1OC	6.7	1.1	-5.7	1	x	1486	-1.8	-0.3	1.1	-5.0	-0.2
CCC12OC(=N)C(C#N)(C1C)C(C#N)(C#N)C(c1ccccc1)O2 (centres undefined)	-3.7	0.8	0.1	0.8	0.0125	1596	15.8	3.9	0.8	-0.2	7.7
O=C(NCC#CCOCc1ccccc1)c1ccccc1	-5.3	1	5.8	0.8	-0.222	1512	18.2	2.3	1	2.2	15.4
CC1=C(C#N)C2C(/C1=N/O)C2(C)C (centres undefined)	-66.4	0.8	-1.4	0.8	-0.568	1606	22.8	-3.4	0.8	8.0	-0.9
CCCCn1nnnc1SCC(=O)N1CCN(C(=O)c2ccco2)CC1	-0.4	0.9	0.8	0.9	x	1611	11.0	7.6	1	3.8	-1.4
O=C(Nc1ccccc1)c1ccccc1C(=O)N1CCCCC1	-5.1	1	-11.3	0.9	0.704	1505	10.3	2.8	1	-2.9	5.0
CC(=O)Nc1ccc(N2C(=O)CC(N3CCN(Cc4ccc5c(c4)OCO5)CC3)C2=O)cc1 (centres undefined)	x	1.1	2.5	1	x	1533	0.7	-1.1	1.1	-4.9	5.6
CCOc1ccc(C2OC34CCCCC3C(C#N)(C#N)C2(C#N)C(=N)O4)cc1OC (centres undefined)	x	0.8	5.5	0.9	-0.842	1713	8.7	5.2	0.9	4.2	22.5
COc1ccc(-c2nc3ncccn3c2Br)cc1	6.4	1	-1.3	0.7	1.63	1300	27.1	-3.9	0.9	-4.5	19.5
COc1ccc(S(=O)(=O)Nc2ccc(C)cc2)cc1OC	-8.5	1	2.0	0.9	-0.64	1559	11.6	-2.2	1	9.7	9.1
Cc1ccc(S(=O)(=O)/N=C(/Nc2c(C)n(C)n(-c3ccccc3)c2=O)c2ccc(Cl)cc2)cc1	x	0.9	4.5	0.9	x	1747	10.1	2.2	0.9	5.4	4.0
O=C(/C=C\c1cn(-c2ccccc2)nc1-c1ccccc1)Nc1nccs1	4.2	0.9	-0.7	0.9	-0.554	1501	5.0	-0.7	1.1	8.4	-20.9
Cn1c(=O)[nH]c(=O)c2c1nc(Br)n2C/C=N/Nc1ccccc1	8.4	2*	-3.6	1.1	1.23	1539	-14.0	-1.1	3*	-4.5	11.6
Cc1cccc(NC2=NC(C)(C)N=C(N)N2)c1C	13.8	1	1.6	0.9	x	1291	14.7	-14.1	1	-6.4	-1.8
CCOC(=O)CCCCC(=O)c1[nH]c(=O)[nH]c1C[n+]1ccc(C)cc1	-6.3	1.3	1.6	1.1	0.0811	1580	-6.9	8.0	1.1	10.9	9.1
C/C(=N/Nc1cc(-c2ccccc2)nc(-c2ccccc2)n1)c1ccc(O)cc1	5.3	0.8	1.4	0.8	-0.00629	1711	20.1	3.8	0.8	0.7	2.1
C/C(CC(=O)Nc1cccnc1)=N\NC(=O)c1ccc([N+](=O)[O-])c(Cl)c1	7.1	0.9	-2.6	1	0.416	1493	-0.1	3.9	0.8	4.6	15.6
CCN(CCO)c1cc(Cl)nc(SC)n1	x	1	-0.9	1	x	1666	-1.8	-2.4	1	-1.3	1.3
CN1CCN(C(=O)CC2C(=O)NCCN2Cc2ccc(-c3ccccc3)cc2)CC1 (centres undefined)	2.8	0.9	7.7	0.8	x	1608	20.2	5.1	0.8	-7.1	16.2
O=C1CCCc2nc3c(cc21)C(O)Oc1ccccc1-3 (centres undefined)	0.1	1	-5.5	1	x	1417	0.5	-0.5	1	6.4	6.4
COc1cccc(NC(=O)c2ccn(C)n2)c1	x	1.2	-1.7	1.2	-0.019	1362	-21.8	5.6	1.2	-6.5	13.9
Cc1c(Cl)cccc1NC(=S)NN	18.7	0.9	6.4	0.9	-0.189	1612	14.9	3.7	0.9	-0.1	3.6
CCCCNC(=O)OCCNC(=O)Oc1cccc(C)c1	4.2	1	5.7	0.9	-2.84	1515	10.7	-5.1	1	-0.7	1.3
COC(=O)CCC(=O)NNC(=O)c1ccc([N+](=O)[O-])cc1	2.0	1.1	5.7	0.9	x	1473	13.0	5.2	0.9	2.1	5.9
Cc1cc(C)nc(Nc2ncn[nH]2)n1	-7.0	1.1	-1.4	1.2	x	1664	-20.0	2.6	1	8.7	10.0
COC(=O)CSc1nnc(-c2ccc3c(c2)OCO3)n1C	x	1.2	-1.0	0.9	x	1605	6.6	-0.8	1.1	4.1	10.3
CCOC(=O)N1CCN(C(=O)C2CCN(S(=O)(=O)c3cc(OC)ccc3OC)CC2)CC1	-8.3	1	5.7	1.1	0.117	1516	-7.7	0.7	1.1	-1.0	8.8
COc1ccc(NC(=O)COc2ccc3c(c2)CCC3)cc1	6.7	1.2	4.0	1.2	0.128	1571	-16.9	4.1	1.2	3.1	3.3
COc1ccc(C(=O)n2nc(-c3ccccc3)nc2N)cc1OC	13.2	0.9	-3.2	1	x	1409	3.6	-13.0	1	-1.1	-1.9
COc1ccc(C2=CC(=O)N(Nc3ccccc3)C2=O)cc1	4.5	1.1	5.9	1	-1.99	1630	0.8	0.6	1.1	-0.5	3.8
CC(=O)c1cc2c(cc1NC(=O)c1cccc(S(=O)(=O)N3CCN(C)CC3)c1)OCO2	-12.2	0.9	7.3	0.9	0.00259	1522	14.0	1.0	0.8	6.9	1.1
CC1CCN(C(=O)c2ccc3c(Cl)c4c(nc3c2)CCCC4)CC1	-8.2	1	8.8	0.8	0.214	1645	22.8	2.4	1	1.9	6.9
O=C(COC(=O)CCC(=O)c1cccs1)NC1CC1	-14.9	1.1	-5.0	0.9	x	1512	6.2	0.1	1	3.0	-8.4
CC(=O)N1N=C(c2ccncc2)OC12CCCC2	x	0.9	3.4	0.9	x	1681	8.4	10.0	1	2.8	-0.8
CCCCN1/C(=C/c2ccc3ccccc3[n+]2CC)Sc2ccccc21	30.4*	0.6	-12.3	0.9	x	1365	11.5	-2.1	0.7	-4.5	10.0
CNC(=O)CSc1nccn1Cc1ccc(Cl)cc1	2.0	1	0.5	0.9	1.41	1541	14.7	-0.2	1	-4.0	2.6
O=C(COC(=O)CCCNC(=O)c1ccc(Cl)cc1)Nc1ccc(Br)cc1	9.0	1	3.7	0.9	-0.00508	1623	13.2	-3.0	1	8.7	1.8
COc1nc(Nc2ccc(-c3nc4ccccc4o3)cc2)nc(N2CCOCC2)n1	24.6	x	0.5	x	x	1458	x	-1.2	x	-2.6	x
CCC(=O)Oc1ccc(-c2nc(-c3cccnc3)no2)cc1	-23.8	1	5.1	1.1	1.43	1492	-5.7	20.7	1	7.2	0.7
COc1ccc2cc3cc(C(=O)NCc4ccccn4)oc3nc2c1	-36.1	0.9	0.9	0.9	x	1437	5.7	-12.3	0.9	7.2	12.3
CCc1nnc(NC(=O)c2ccc(S(=O)(=O)N(CCOC)CCOC)cc2)s1	-21.9	1	0.5	0.9	x	1624	8.0	-0.1	1	0.5	-0.5
CC(=O)Nc1ccc(NC(=O)CN(c2cccc(C(C)=O)c2)S(C)(=O)=O)cc1	13.8	1	14.5	0.8	0.517	1724	17.9	3.3	1	9.4	5.4
COCCCNC(=O)CNC(=S)N(Cc1ccc(F)cc1)C1CCCCC1	x	1	0.4	0.9	x	1380	9.8	-2.8	0.9	-3.5	1.9
Fc1ccccc1C1c2cccn2CCN1C(=S)Nc1ccc(Br)cc1 (centres undefined)	-4.5	1	15.6	1	-0.738	1698	2.5	3.6	1	4.7	6.4
O=C(CSc1n[nH]c(-c2ccc(Cl)cc2Cl)n1)Nc1ccccn1	x	1	0.2	0.9	0.0644	1492	6.5	0.3	1	1.0	5.0
CC(=O)c1cccc(S(=O)(=O)NC2CC2)c1	-17.3	1	3.1	1	x	1550	-4.6	5.5	1.1	-8.2	13.7

Just PMI act hi M6P, for 3 of the compounds above:
Structure	PMI act hi M6P
CC(=O)c1cc2c(cc1NC(=O)c1cccc(S(=O)(=O)N3CCN(C)CC3)c1)OCO2	0.8
C/C(=N/Nc1cc(-c2ccccc2)nc(-c2ccccc2)n1)c1ccc(O)cc1	0.8
COCCCNC(=O)CNC(=S)N(Cc1ccc(F)cc1)C1CCCCC1	0.9
